Screening data from PubChem.
Jurkat NFkB inh = inhibitors of the PMA/ionomycin-induced NF-kB reporter in Jurkat cells. PMA/ionomycin-induced NF-kB luciferase reporter, luminescence. inhibition, % at 4 µM. 330,000 tested, 0.53% active. AID 435003
697 NFkB inh = lowers PMA/ionomycin-induced NF-kB signal in 697 B cells; 697 B-cell NF-kB luciferase reporter, 16 h; inhibition, % at 4 µM; 330,000 tested, 0.33% active; in the data active = inhibition above about 35%
HKDC1 inh = HKDC1 (human) hexokinase inhibition; Q2TB90; recombinant HKDC1, G6PDH/diaphorase resazurin coupled fluorescence; inhibition, % at 20 µM; 340,000 tested, 0.16% active;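 active = inhibition above about 35% when tested at 20 µM, limit read from the data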;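 note: plate controls were DMSO wells with enzyme for no effect and DMSO wells lacking enzyme for full effect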
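Assay system: in-house recombinant HK5 (HKDC1) enzyme. Input: HKDC1 at 5 µg/mL. Medium: Tris pH 8.0 buffer with MgCl2, Tween-20, BSA, BME. Dosing: single 20 µM dose. Schedule: 90 min reaction incubation at room temperature, dark. Signal: resazurin-to-resorufin fluorescence via G6PDH and diaphorase coupling, 525/613 nm. Controls: DMSO-enzyme wells negative, buffer-substituted wells positive.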
SENP7 block = SENP7 protease inhibition; 330,000 tested, 1.5% active; recombinant SENP7, Z-RLRGG-aminoluciferin luminescence, 40 min; inhibition, % at 5 µM; Q9BQF6;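 active = inhibition above about 50% at the single test dose, limit read from the data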;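 note: plate controls were DMSO with enzyme for no effect and no enzyme buffer wells for full effect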
Target sequence (Q9BQF6 706-1050 limits assumed): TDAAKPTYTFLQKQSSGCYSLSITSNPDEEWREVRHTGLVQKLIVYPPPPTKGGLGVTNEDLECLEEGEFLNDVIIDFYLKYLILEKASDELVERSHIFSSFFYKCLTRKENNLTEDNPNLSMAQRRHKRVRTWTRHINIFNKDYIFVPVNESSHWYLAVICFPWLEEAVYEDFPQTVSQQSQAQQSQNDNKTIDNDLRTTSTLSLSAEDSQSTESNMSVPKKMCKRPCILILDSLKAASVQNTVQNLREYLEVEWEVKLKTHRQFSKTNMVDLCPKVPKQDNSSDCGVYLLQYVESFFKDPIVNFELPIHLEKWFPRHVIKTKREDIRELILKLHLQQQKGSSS
Gli-Sufu block = Gli-Sufu pathway antagonism. inhibition, % at 5 µM. Sufu-KO-LIGHT fibroblasts, Gli luciferase reporter luminescence. 340,000 tested, 0.74% active;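 active = inhibition above about 55%, limit read from the data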;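 note: 0% = DMSO-treated cells and 100% = wells with medium but no cells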
UBC13 inh = human UBC13 polyubiquitination inhibition | 330,000 tested, 0.47% active | P61088 | UBC13 polyubiquitin chain formation, TR-FRET | inhibition, % at 20 µM; in the data active = inhibition above about 45%, passing the limit was not always enough
Target sequence (P61088 whole entry, looked up): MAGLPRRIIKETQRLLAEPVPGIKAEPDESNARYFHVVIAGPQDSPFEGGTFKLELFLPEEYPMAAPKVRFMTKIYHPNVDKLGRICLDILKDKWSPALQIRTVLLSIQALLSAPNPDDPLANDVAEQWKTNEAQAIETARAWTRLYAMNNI
Apaf1 inhib = blocks human Apaf-1 apoptosome activity. O14727. reconstituted apoptosome caspase-3 activity, DEVD-Rh110 fluorescence. inhibition, % at 20 µM. 330,000 tested, 0.71% active. AID 489030; active = inhibition of at least 40% at 20 µM;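 note: plate controls were DMSO wells for no effect and DEVD-CHO caspase inhibitor wells for full effect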
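Assay system – apoptosome proteins · Medium – Hepes buffer, pH 7.5 · Also added – cytochrome c with DEVD-Rh110 · Timing – 30 min compound preincubation, 50 min activation, room temperature · Detection – Rh110 fluorescence, excitation 480 nm, emission 540 nm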
SENP8 inh = SENP8 protease inhibition; purified SENP8, Z-RLRGG-aminoluciferin cleavage, luminescence; AID 2540; inhibition, % at 10 µM; Q96LD8; 330,000 tested, 1.2% active
Target sequence (Q96LD8 whole entry, looked up): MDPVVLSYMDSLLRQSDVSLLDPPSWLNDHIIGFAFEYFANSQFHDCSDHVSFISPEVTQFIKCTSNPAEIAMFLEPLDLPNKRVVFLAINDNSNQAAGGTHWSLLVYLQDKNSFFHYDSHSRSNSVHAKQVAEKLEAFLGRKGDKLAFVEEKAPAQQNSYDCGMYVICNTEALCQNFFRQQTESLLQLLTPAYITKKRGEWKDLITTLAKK
Starred values were filed as active, the others as inactive; / = not tested or not shown. Cut-off read from the data, not from the text of the source, unless noted: active = inhibition above about 50%; inactive = the rest.

Labels used below: A = Jurkat NFkB inh; B = 697 NFkB inh; C = HKDC1 inh; D = SENP7 block; E = Gli-Sufu block; F = UBC13 inh; G = Apaf1 inhib; H = SENP8 inh
> Cc1ccc(-n2c(SCC(=O)N3CCOCC3)nnc2-c2cccnc2)cc1C
  A = 9	B = 9	C = -7	D = 8	E = -1	F = 0	G = -4	H = -1

> CC1SCC(=O)N(CC(=O)NCCc2ccccc2)C1=O (configuration not stated)
  A = 7	B = 5	C = -5	D = 9	E = 29	F = -2	G = -6	H = -2

> CCc1nn2c(=O)cc(CSCC(=O)Nc3ccccc3F)nc2s1
  A = 13	B = 5	C = -6	D = 3	E = -2	F = -5	G = 5	H = 6

> Cc1[nH]n(-c2ccccc2)c(=O)c1N=Nc1ccccc1C(=O)N1CCCCC1
  A = -1	B = -2	C = -1	D = 1	E = 8	F = -21	G = 16	H = -1

> COc1ccc(CC(=O)N2N=C(c3ccncc3)CC2(O)C(F)(F)F)cc1 (configuration not stated)
  A = 37	B = -64	C = -5	D = -7	E = -1	F = -5	G = -2	H = -13

> COc1ccc(CNC(=O)C2CC(C)=CCC2C(=O)O)cc1 (configuration not stated)
  A = 0	B = -1	C = -6	D = -5	E = 4	F = -5	G = -2	H = 1

> O=S(=O)(Nn1cnnc1)c1ccc2ccccc2c1
  A = -7	B = -4	C = -8	D = -3	E = 6	F = -4	G = -10	H = -7

> c1ccc(CCNc2nc(-c3ccccn3)nc3ccccc23)cc1
  A = 7	B = -38	C = -8	D = -4	E = 7	F = -4	G = 2	H = 0

> O=C(NN1C(=O)C2C3C=CC(C4CC34)C2C1=O)c1ccccc1Cl (configuration not stated)
  A = -1	B = -5	C = -2	D = -5	E = -4	F = 2	G = -12	H = 11

> CCc1ccc(NC(=O)c2c(Cl)nc(C)c(Cl)c2C)cc1
  A = 4	B = 8	C = -8	D = 3	E = 8	F = 8	G = -9	H = 4

> Cc1ccc(S(=O)(=O)CC(O)COc2ccc(F)cc2Cl)cc1 (configuration not stated)
  A = 9	B = 13	C = -5	D = 0	E = 0	F = 8	G = 6	H = -5

> COc1c(Cl)cc(-c2noc(C)c2C(=O)NC(C)C)cc1Cl
  A = 9	B = 15	C = -1	D = 4	E = 2	F = -2	G = -7	H = 3

> CCOc1ccc(Cn2c3ccc(OC)cc3c3nc4ccccc4nc32)cc1OC
  A = 13	B = 7	C = -3	D = 4	E = 4	F = -1	G = -12	H = 3

> COc1cc(/C=N/NC(=O)c2ccccc2O)ccc1OCC(=O)Nc1ccccc1
  A = -48	B = 13	C = 7	D = 1	E = 8	F = -8	G = -9	H = 2

> Cc1ccc(-c2cc(C(=O)NNC(=O)c3csc(N4CCOCC4)n3)c3ccccc3n2)cc1
  A = 5	B = -9	C = 0	D = 3	E = -11	F = -7	G = 11	H = 3

Arranged by the number under HKDC1 inh (lowest first): some entries from above
SMILES	HKDC1 inh
O=S(=O)(Nn1cnnc1)c1ccc2ccccc2c1	-8
CCc1nn2c(=O)cc(CSCC(=O)Nc3ccccc3F)nc2s1	-6
CCOc1ccc(Cn2c3ccc(OC)cc3c3nc4ccccc4nc32)cc1OC	-3
O=C(NN1C(=O)C2C3C=CC(C4CC34)C2C1=O)c1ccccc1Cl (configuration not stated)	-2
COc1c(Cl)cc(-c2noc(C)c2C(=O)NC(C)C)cc1Cl	-1
COc1cc(/C=N/NC(=O)c2ccccc2O)ccc1OCC(=O)Nc1ccccc1	7

More structures:
Labels used below: A = Jurkat NFkB inh; B = 697 NFkB inh; C = HKDC1 inh; D = SENP7 block; E = Gli-Sufu block; F = UBC13 inh; G = Apaf1 inhib; H = SENP8 inh
> COC(=O)c1ccc(CO/N=C/c2ccc(OC)cc2)o1
  A = -48	B = -109	C = -4	D = 2	E = -78	F = -18	G = 1	H = 2

> CCS(=O)(=O)N1CCCC(C(=O)Oc2ccc(Br)cc2)C1 (configuration not stated)
  A = -3	B = -21	C = 8	D = -5	E = -6	F = -7	G = 15	H = -2

> Cc1ccc(NC(=O)C2CCCN2C(=O)c2cccs2)c(C)c1 (configuration not stated)
  A = 22	B = 5	C = 0	D = 5	E = /	F = 4	G = 10	H = 1

> CC1CCN(C2=NC(=O)/C(=C/c3cccc(O)c3)S2)CC1
  A = -4	B = 3	C = 3	D = 1	E = -1	F = -6	G = 6	H = -4

> CC(NC(=O)c1ccco1)C12CC3CC(CC(C3)C1)C2 (configuration not stated)
  A = 4	B = 6	C = -8	D = -10	E = -2	F = -17	G = 7	H = -3

> CO/N=C\c1cc(C(=O)c2ccc(Cl)cc2Cl)cn1C
  A = 12	B = 8	C = -10	D = -4	E = 6	F = -8	G = 13	H = -15

> CCc1cc(=O)oc2cc(C)cc(OCC(=O)C(C)(C)C)c12
  A = 5	B = -12	C = 3	D = -4	E = 11	F = 8	G = 5	H = -10

> Cc1cccc(NC(=O)C2C3CCCCC32)c1 (configuration not stated)
  A = -37	B = -38	C = -3	D = 2	E = -36	F = -5	G = -1	H = -4

> Brc1ccc(C2=NC(Cc3ccccc3)CO2)cc1 (configuration not stated)
  A = -96	B = -99	C = -5	D = 6	E = -47	F = 19	G = 10	H = -4

> Cc1ccc(NC(=O)C2CCN(S(=O)(=O)c3ccccc3)CC2)cc1
  A = -10	B = 3	C = -3	D = -12	E = -16	F = -9	G = -2	H = -5

> Cc1cccc(NC(=S)NC2CC3C=CC2C3)c1 (configuration not stated)
  A = -15	B = 14	C = -5	D = 9	E = 0	F = 4	G = -22	H = 0

> O=C(CCN1CCN(c2ccccc2F)CC1)Nc1ccc2c(c1)OCO2
  A = 9	B = -19	C = -12	D = -4	E = 8	F = 5	G = 0	H = 4

> Cc1ccc2[nH]c(-c3ccccc3)cc(=O)c2c1
  A = 25	B = -147	C = -6	D = 9	E = -41	F = 6	G = 6	H = 8

> Cc1ccc(CN2C(=O)CCC2C(=O)NCCCN2CCCCC2C)cc1 (configuration not stated)
  A = 6	B = 7	C = 4	D = 3	E = -66	F = 1	G = -2	H = 3

> Cc1ccc(N(CC(=O)N/N=C/c2ccc(OC3CSC3)cc2)S(=O)(=O)c2ccccc2)cc1
  A = 2	B = -21	C = 3	D = 3	E = -6	F = -12	G = 7	H = 1

> CN(C)CCCN(C(=O)COc1ccc(Cl)cc1)c1nc2cc3c(cc2s1)OCCO3
  A = -38	B = 2	C = -3	D = 1	E = 25	F = 36	G = 26	H = 2

> CC1=C(CCN2CCN(C(C)C)C(CCO)C2)C(C)(C)CCC1 (configuration not stated)
  A = 17	B = 3	C = 10	D = 6	E = 14	F = 1	G = 3	H = -2

Rewritten with values under each structure: five of the compounds above
Fields – Jurkat NFkB inh | 697 NFkB inh | HKDC1 inh | SENP7 block | Gli-Sufu block | UBC13 inh | Apaf1 inhib | SENP8 inh
Brc1ccc(C2=NC(Cc3ccccc3)CO2)cc1 (configuration not stated)
  -96 | -99 | -5 | 6 | -47 | 19 | 10 | -4
Cc1ccc(NC(=O)C2CCN(S(=O)(=O)c3ccccc3)CC2)cc1
  -10 | 3 | -3 | -12 | -16 | -9 | -2 | -5
Cc1cccc(NC(=S)NC2CC3C=CC2C3)c1 (configuration not stated)
  -15 | 14 | -5 | 9 | 0 | 4 | -22 | 0
O=C(CCN1CCN(c2ccccc2F)CC1)Nc1ccc2c(c1)OCO2
  9 | -19 | -12 | -4 | 8 | 5 | 0 | 4
Cc1ccc2[nH]c(-c3ccccc3)cc(=O)c2c1
  25 | -147 | -6 | 9 | -41 | 6 | 6 | 8
